LANA DNA inh – blocks KSHV LANA C-terminal domain binding to DNA; 340,000 tested, 0.078% active; MBP-C-LANA/FAM-LBS DNA binding, fluorescence polarization; inhibition, % at 9 µM; AID 504423;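 active = highest replicate inhibition at or above 60% at 9 µM, even if other replicates fall short; inactive = all replicates below 60% inhibition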;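 note: 0% = neutral control wells and 100% = 4 µM acridine orange control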
Keap1-Nrf2 PPI – disrupts human Keap1 binding to Nrf2 peptide; Q14145; Keap1 Kelch-Nrf2 peptide fluorescence polarization, 1536-well; inhibition, % at 9.4 µM; 340,000 tested, 0.15% active; in the data active = inhibition above about 12%;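 note: human Keap1 Kelch domain with fluorescein labeled Nrf2 9mer peptide probe; 0% = neutral control wells and 100% = peptide positive control; higher means more block of Keap1 binding to Nrf2 peptide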
Target sequence (Q14145 whole entry, looked up, the tested form may be a part): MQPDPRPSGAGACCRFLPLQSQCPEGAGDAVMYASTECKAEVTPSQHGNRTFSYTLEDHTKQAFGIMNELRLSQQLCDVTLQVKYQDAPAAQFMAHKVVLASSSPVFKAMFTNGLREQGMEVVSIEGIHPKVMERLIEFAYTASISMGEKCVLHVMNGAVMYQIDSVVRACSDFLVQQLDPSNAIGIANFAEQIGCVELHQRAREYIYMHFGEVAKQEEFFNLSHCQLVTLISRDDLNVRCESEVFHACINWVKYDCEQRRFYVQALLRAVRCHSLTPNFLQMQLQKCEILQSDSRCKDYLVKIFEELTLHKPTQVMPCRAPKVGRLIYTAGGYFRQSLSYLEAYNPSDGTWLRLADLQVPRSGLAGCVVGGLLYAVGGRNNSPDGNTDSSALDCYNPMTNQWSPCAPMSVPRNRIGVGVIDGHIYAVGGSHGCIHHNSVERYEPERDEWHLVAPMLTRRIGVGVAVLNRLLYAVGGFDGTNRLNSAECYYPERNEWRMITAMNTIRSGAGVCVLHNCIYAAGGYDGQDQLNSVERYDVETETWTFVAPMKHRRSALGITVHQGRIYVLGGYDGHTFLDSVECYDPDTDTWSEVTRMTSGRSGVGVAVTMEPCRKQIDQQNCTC
Rtt109 HAT inh – inhibitors of Candida albicans Rtt109/Vps75 histone acetyltransferase | inhibition, % at 34.9 µM | purified Rtt109/Vps75, ThioGlo CoA-SH fluorescence, 4 h | Q5AAJ8 | 330,000 tested, 0.16% active;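 active = inhibition of at least 50% in every replicate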
dFosB act – activators of mouse delta FosB homodimer; P13346; purified delta FosB, TAMRA-CDK5 oligo fluorescence polarization; percent of positive-control signal above neutral wells; activation, % at 25 µM; 340,000 tested, 0.99% active; AID 493131;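 active = mean activation above about 17%, with every replicate also reaching it, limit read from the data, passing the limit was not always enough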;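 note: fluorescence polarization rise as delta FosB binds a TAMRA Cdk5 AP-1 oligo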
Target sequence (P13346 whole entry, looked up): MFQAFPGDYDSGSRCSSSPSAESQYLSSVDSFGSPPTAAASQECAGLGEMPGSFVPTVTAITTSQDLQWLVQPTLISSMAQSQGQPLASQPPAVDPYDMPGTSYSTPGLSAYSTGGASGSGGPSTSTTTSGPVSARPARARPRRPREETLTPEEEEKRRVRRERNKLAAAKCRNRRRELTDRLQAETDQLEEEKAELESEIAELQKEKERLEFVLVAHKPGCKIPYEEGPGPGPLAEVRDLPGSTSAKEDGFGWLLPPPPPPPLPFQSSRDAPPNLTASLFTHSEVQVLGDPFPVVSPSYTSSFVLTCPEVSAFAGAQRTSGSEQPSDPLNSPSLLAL
cardiac RTF act – increases calcium sensitivity of human cardiac regulated thin filaments; IANBD-labeled TnC RTF fluorescence at EC20 calcium; 0% EC20 calcium, 100% full calcium; activation, % at 7.2 µM; AID 493008; P19429+P45379; 340,000 tested, 0.24% active;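 active = activation above the mean over all tested compounds plus 3 SD, cut at about 30% in these data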;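 note: rise in fluorescence read as greater calcium sensitivity of cardiac thin filaments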
Mot1-301 SUMO – inhibitors of SUMOylation pathway: yeast Mot1-301 growth rescue; S. cerevisiae Mot1-301 growth rescue, ATP luminescence, 38.5C; percent above DMSO median, 100 means doubled; growth rescue, % at 18.8 µM; 320,000 tested, 1% active;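 active = every valid replicate shows activation above 250% relative to neutral control wells; inactive = the rest, any valid replicate at or below 250%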;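 note: OY570 slx delta 5 strain wells were the positive control but not used for scaling; some compounds called inactive have numbers as strong as hits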
PvdQ inh – P. aeruginosa PvdQ acylase inhibition. purified PvdQ acylase, fluorescence plate reader. inhibition, % at 10 µM. 340,000 tested, 0.063% active. AID 488965; in the data active = inhibition above about 30%, passing the limit was not always enough;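 note: 0% = vehicle neutral wells and 100% = reference inhibitor wells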
PfHsp90 set2 – growth inhibition of yeast expressing Plasmodium Hsp90; 310,000 tested, 0.32% active; S. cerevisiae expressing PfHsp90, BacTiter-Glo ATP, 48 h; yeast lacking PDR1 and PDR3 efflux regulators; inhibition, % at 9.4 µM; AID 504621;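 active = every replicate shows inhibition above about 80%, whatever the replicate mean, limit read from the data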;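 note: 0% = DMSO neutral controls and 100% = 20 µM radicicol positive controls; yeast relying on Plasmodium falciparum Hsp90 in place of its own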
Cardiac RTF inh – cardiac RTF calcium desensitization; P19429+P45379; IANBD-labeled cardiac RTF, Ca2+ fluorescence; inhibition, % at 7.15 µM; 340,000 tested, 0.12% active; AID 493244;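 active = inhibition above the mean inhibition of all tested compounds plus 3 SD, cut at about 17% in these data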;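 note: assay run at fixed EC70 calcium of 1.6 mM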
NSD2 inh – inhibitors of human histone methyltransferase NSD2. O96028. NSD2 peptide methylation, AlphaScreen, 120 min. inhibition, % at 12.5 µM. 310,000 tested, 0.54% active; in the data active = inhibition above about 50%
CDK5 inh – blocks human CDK5/p35 kinase activity; Recombinant CDK5/p35, ADP-Glo luminescence, 60 min; inhibition, % at 10 µM; 330,000 tested, 0.01% active; AID 488839;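 active = highest replicate inhibition of at least 50% and at least 75% of replicates reaching 50%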;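 note: plate controls were DMSO neutral control for no effect and GW8510 at 10 µM for full effect; many of its hits are not listed in these tables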
The depositor's hits bear a star; · = no result given. Hits appear at their usual frequency; about 3.2% have a hit in one of these screens.

1. Cc1cc(S(=O)(=O)N2CCOCC2)ccc1OCC(=O)NCC1CCCO1 (centres undefined)
2. CN1CCC(N(C)C(=O)c2ccccc2Nc2ccc(SC(F)F)cc2)CC1
3. O=C(COC(=O)C12CC3CC(CC(C3)C1)C2)NCc1ccco1
4. CCCOc1ccc(N2C(=O)CC(N3CCC(O)(c4cccc(C(F)(F)F)c4)CC3)C2=O)cc1 (centres undefined)
5. Cc1ccc(/C=N/NC(=O)C(=O)N/N=C/c2ccc(C)o2)o1
6. Cc1cc(OCCn2cncn2)ccc1[N+](=O)[O-]

compound no.	1	2	3	4	5	6
LANA DNA inh	-0.1	-1.5	0.7	-0.6	-1.0	-3.6
Mot1-301 SUMO	-7	0	-5	47	7	7
CDK5 inh	-0.2	-1.7	-0.6	1.1	0.5	12
Cardiac RTF inh	-4	2	-1	4	2	-5
cardiac RTF act	1	1	-3	-1	0	-3
PvdQ inh	1	5	-16	-11	-1	-1
NSD2 inh	0	6	4	0	-3	-4
PfHsp90 set2	17	9	-5	3	-12	2
dFosB act	-2	-10	-12	-3	-4	-9
Rtt109 HAT inh	0	29	9	-14	5	0
Keap1-Nrf2 PPI	-1	-4	2	-7	3	-4

7. COc1ccc(-c2cc(-c3cccs3)c(C#N)c(SCC(=O)NCc3ccccc3OC)n2)cc1
8. CCn1c(C)c(C(C)=O)c(N2CCN(c3ccc(F)cc3)CC2)nc1=S
9. C=CCn1c(O)c(N=NC(=S)Nc2ccc(OC)cc2)c2ccccc21
10. CC(C)(C)NC(=O)c1cc(Cl)ccc1[N+](=O)[O-]
11. CCOC(=O)C(=NC(C)CC)NNc1ccc(Br)cc1 (centres undefined)
12. O=S(=O)(c1ccccc1)N1CCN(Cc2c(O)ccc3ccccc23)CC1

compound no.	7	8	9	10	11	12
LANA DNA inh	1.4	1.2	0.5	-0.1	1.0	0.5
Mot1-301 SUMO	-9	917*	1	-2	179	1
CDK5 inh	1.1	0.6	1.8	-1.3	-0.1	-3.6
Cardiac RTF inh	10	3	7	-10	7	-16
cardiac RTF act	6	7	-17	0	-1	3
PvdQ inh	2	-2	3	36*	3	-8
NSD2 inh	-3	26	0	-2	0	0
PfHsp90 set2	8	-5	-66	-14	20	5
dFosB act	23*	-2	-18	-2	-3	-4
Rtt109 HAT inh	-5	-24	14	-8	-2	-4
Keap1-Nrf2 PPI	-2	-4	2	2	5	1

In another format: 2 of the compounds above
[9] C=CCn1c(O)c(N=NC(=S)Nc2ccc(OC)cc2)c2ccccc21
  LANA DNA inh: 0.5	Mot1-301 SUMO: 1	CDK5 inh: 1.8	Cardiac RTF inh: 7	cardiac RTF act: -17	PvdQ inh: 3	NSD2 inh: 0	PfHsp90 set2: -66	dFosB act: -18	Rtt109 HAT inh: 14	Keap1-Nrf2 PPI: 2

[11] CCOC(=O)C(=NC(C)CC)NNc1ccc(Br)cc1 (centres undefined)
  LANA DNA inh: 1.0	Mot1-301 SUMO: 179	CDK5 inh: -0.1	Cardiac RTF inh: 7	cardiac RTF act: -1	PvdQ inh: 3	NSD2 inh: 0	PfHsp90 set2: 20	dFosB act: -3	Rtt109 HAT inh: -2	Keap1-Nrf2 PPI: 5

(further entries)
13. OC(CN1CCOCC1)Cn1c(-c2cccc(Cl)c2)nc2ccccc21 (centres undefined)
14. O=S(=O)(Nc1cccc(-c2ccc(N3CCCCCC3)nn2)c1)c1ccc(C(F)(F)F)cc1
15. COc1ccc(S(=O)(=O)N2CCCCC2)cc1NC(=O)c1[nH]c(C)c(C(C)=O)c1C
16. CCNC(=O)/C=C/c1ccccc1[N+](=O)[O-]
17. O=C(O)CCN(Cc1ccccc1)S(=O)(=O)c1ccccc1Cl
18. Cc1cccc(CSc2nnc([C@@H]3CCCN3C(=O)OC(C)(C)C)o2)c1

compound no.	13	14	15	16	17	18
LANA DNA inh	-0.1	-1.7	-0.5	0.3	1.3	14
Mot1-301 SUMO	47	-23	·	4	·	2
CDK5 inh	0.4	0.4	1.3	0.5	-0.1	0.3
Cardiac RTF inh	-5	-9	-8	-1	9	5
cardiac RTF act	-2	-1	2	0	2	-1
PvdQ inh	32*	-7	-2	-10	-15	-16
NSD2 inh	3	5	·	-2	-3	-5
PfHsp90 set2	·	6	·	·	-25	-8
dFosB act	0	-18	-19	-4	-2	0
Rtt109 HAT inh	·	3	5	-5	1	-2
Keap1-Nrf2 PPI	4	-5	5	-2	3	-3

19. C=CCn1c(=O)c2c(C)c(C)sc2n2c(Nc3ccccc3)nnc12
20. Cc1ccc2nc(SCC3CCCCO3)[nH]c2c1 (centres undefined)
21. Oc1c(Br)cc(Br)cc1C=NCc1ccccc1
22. CCOC(=O)CNC(=O)c1ccc(C)cc1
23. O=C(CCCn1c(=S)[nH]c2cc3c(cc2c1=O)OCO3)N1CCN(c2ccccc2)CC1
24. Cc1cc(C)c(NC(=O)CCCSc2nnc(N)s2)c(C)c1

compound no.	19	20	21	22	23	24
LANA DNA inh	-0.8	-0.9	0.1	-1.3	0.0	0.7
Mot1-301 SUMO	42	-4	226	70	-12	-21
CDK5 inh	-1.6	0.1	3.2	0.7	0.8	3.4
Cardiac RTF inh	0	-6	5	-12	-8	-7
cardiac RTF act	3	-1	-1	7	4	-5
PvdQ inh	-3	-13	-5	-6	-6	-9
NSD2 inh	-2	-1	-9	0	·	1
PfHsp90 set2	8	-34	96*	-8	·	-7
dFosB act	-6	-5	8	1	-9	-2
Rtt109 HAT inh	-8	-5	-7	0	12	-1
Keap1-Nrf2 PPI	0	-1	-3	0	4	-3

25. Cc1ccc(OCC(=O)NC2CCSc3ccccc32)cc1 (centres undefined)
26. CC(C)c1ccc(C2/C(=C(\O)c3ccc4c(c3)OCCO4)C(=O)C(=O)N2CCN2CCOCC2)cc1 (centres undefined)
27. CCCCN(C)CCNC(=O)CCn1nc(-c2ccc(C)cc2)ccc1=O
28. CCC(C(=O)OCC(=O)Nc1c(Cl)cc(Cl)cc1Cl)c1ccccc1 (centres undefined)
29. Clc1ccc(CN2CCC(c3ccccc3)CC2)cc1
30. COc1cc(C(=O)Nc2ncccc2C)ccc1OCC(=O)N1CCOCC1

compound no.	25	26	27	28	29	30
LANA DNA inh	-1.2	4.5	-2.0	1.0	0.7	0.8
Mot1-301 SUMO	-26	-3	2	-14	69	0
CDK5 inh	-6.2	0.8	0.6	-1.7	0.1	0.6
Cardiac RTF inh	-2	-7	-12	-22	-4	1
cardiac RTF act	-3	-2	1	-3	1	-5
PvdQ inh	-22	9	-12	-3	3	8
NSD2 inh	0	-3	3	36	1	-2
PfHsp90 set2	·	-1	13	-10	8	35
dFosB act	0	-14	-6	-4	11	-4
Rtt109 HAT inh	-11	6	-1	-1	6	13
Keap1-Nrf2 PPI	-4	-6	1	-5	1	0

A different layout for some results above.
nr | structure | LANA DNA inh | Mot1-301 SUMO | CDK5 inh | Cardiac RTF inh | cardiac RTF act | PvdQ inh | NSD2 inh | PfHsp90 set2 | dFosB act | Rtt109 HAT inh | Keap1-Nrf2 PPI
25 | Cc1ccc(OCC(=O)NC2CCSc3ccccc32)cc1 (centres undefined) | -1.2 | -26 | -6.2 | -2 | -3 | -22 | 0 | · | 0 | -11 | -4
26 | CC(C)c1ccc(C2/C(=C(\O)c3ccc4c(c3)OCCO4)C(=O)C(=O)N2CCN2CCOCC2)cc1 (centres undefined) | 4.5 | -3 | 0.8 | -7 | -2 | 9 | -3 | -1 | -14 | 6 | -6
27 | CCCCN(C)CCNC(=O)CCn1nc(-c2ccc(C)cc2)ccc1=O | -2.0 | 2 | 0.6 | -12 | 1 | -12 | 3 | 13 | -6 | -1 | 1

(next part)
31. Cc1ccc(/C=C2\Oc3c(ccc(O)c3CN3CCN(C)CC3)C2=O)cc1
32. C[C@H]1CN=C(Nc2ccccc2)N1CC1CCCCC1
33. Cc1cc(C)c2nc(-n3nc(C)cc3N)cc(C)c2c1
34. O=C(O)c1cccc2cc(-c3ccccc3)oc(=O)c12
35. CCCN(Cc1nnc(-c2cccs2)o1)C(=O)c1cccc(S(=O)(=O)N2CCOCC2)c1
36. O=[N+]([O-])c1ccc(N2CCN(CC(O)COc3ccccc3)CC2)cc1 (centres undefined)

compound no.	31	32	33	34	35	36
LANA DNA inh	12	0.2	-1.4	0.4	-0.1	-2.2
Mot1-301 SUMO	3	-26	9	10	1	-9
CDK5 inh	0.7	-2.0	-1.0	-1.1	-3.4	0.8
Cardiac RTF inh	-39	3	-5	-10	3	-1
cardiac RTF act	20	-3	5	3	-6	-2
PvdQ inh	-8	-2	-16	-17	-7	3
NSD2 inh	2	·	-4	-3	-2	29
PfHsp90 set2	-3	-9	-32	-18	3	7
dFosB act	-7	-4	-3	-2	-7	-8
Rtt109 HAT inh	2	3	-1	-2	4	·
Keap1-Nrf2 PPI	-12	3	-4	1	-1	-2

37. CC(=O)Nc1ccc(C(=O)N2CCN(C(=O)c3ccco3)CC2)cc1
38. COc1ccc(-c2cc(NCCc3ccncc3)n3ncnc3n2)cc1
39. CCCN1Cc2cccc(C(=O)NC(CC(=O)OCC)c3ccc(OCC)c(OC)c3)c2C1=O (centres undefined)
40. Cc1ccc(NC(=S)N(CCN2CCOCC2)Cc2ccccc2F)cc1Cl
41. COc1ccc(OCCSc2nnc(-c3ccoc3C)n2C)cc1
42. C=CCNS(=O)(=O)c1cc2c3c(c1)CCN3C(=O)CC2

compound no.	37	38	39	40	41	42
LANA DNA inh	-2.3	-0.1	-1.9	1.9	-0.1	-0.6
Mot1-301 SUMO	-7	·	305	0	-6	-14
CDK5 inh	-2.5	0.0	0.1	-1.1	-0.3	-0.6
Cardiac RTF inh	-6	-3	-8	7	0	-5
cardiac RTF act	-3	5	0	-10	-4	-5
PvdQ inh	6	2	-3	-1	11	2
NSD2 inh	2	0	1	-5	1	0
PfHsp90 set2	17	18	0	0	7	-11
dFosB act	-15	-17	-14	1	-5	2
Rtt109 HAT inh	-9	0	-6	-9	9	-1
Keap1-Nrf2 PPI	4	-6	-4	1	-8	2

43. CC1CCN(C(=O)C2COc3ccccc3O2)CC1 (centres undefined)
44. O=C(NC(Cc1ccccc1)C(=O)O)/C(=C/c1ccc(Cl)cc1)NC(=O)c1ccco1 (centres undefined)
45. Cc1nc([N+](=O)[O-])c(NCCCO)n1Cc1ccccc1
46. CC(C)C(NC(=O)C1CCC(C(C)(C)C)CC1)C(=O)NCCc1ccc(S(N)(=O)=O)cc1 (centres undefined)

compound no.	43	44	45	46
LANA DNA inh	-0.1	0.5	0.8	-0.6
Mot1-301 SUMO	-6	-15	-17	-23
CDK5 inh	-2.4	1.1	1.0	0.0
Cardiac RTF inh	0	-14	-8	-2
cardiac RTF act	-1	-3	-1	3
PvdQ inh	-15	-5	-9	-18
NSD2 inh	-2	16	0	-8
PfHsp90 set2	-24	-1	9	-7
dFosB act	-1	0	-8	5
Rtt109 HAT inh	7	-2	-15	6
Keap1-Nrf2 PPI	-7	-1	1	-2

Assay outcomes from PubChem.
